Mot1-301 SUMO: SUMOylation pathway inhibition by Mot1-301 growth rescue | S. cerevisiae Mot1-301 growth rescue, ATP luminescence, 38.5C; percent above DMSO median, 100 means doubled | growth rescue, % at 18.8 µM | hit rate 1% among 320,000 | AID 2716;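 active means every valid replicate shows activation above 250% relative to neutral control wells; inactive means the rest, any valid replicate at or below 250%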;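 further: OY570 slx delta 5 strain wells were the positive control but not used for scaling; some compounds called inactive have numbers as strong as hits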
PKA-R2B activ: PKA-R2B complex activation; P22694+P31323; hit rate 0.079% among 340,000; activation, % at 11.4 µM; PKA-R2B holoenzyme dissociation, Cy5-IP20 fluorescence polarization; R2B truncated from residue 108, S112A mutant; 0% DMSO only, 100% 113 µM cGMP; AID 504700;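 active means activation above a cutoff set at the mean over all compounds plus 3 SD, cut at about 18% in these data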;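 further: higher means more holoenzyme dissociation and a rise in polarization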
Target sequence (P31323 whole entry, looked up, other chains not shown, the tested form may be a part): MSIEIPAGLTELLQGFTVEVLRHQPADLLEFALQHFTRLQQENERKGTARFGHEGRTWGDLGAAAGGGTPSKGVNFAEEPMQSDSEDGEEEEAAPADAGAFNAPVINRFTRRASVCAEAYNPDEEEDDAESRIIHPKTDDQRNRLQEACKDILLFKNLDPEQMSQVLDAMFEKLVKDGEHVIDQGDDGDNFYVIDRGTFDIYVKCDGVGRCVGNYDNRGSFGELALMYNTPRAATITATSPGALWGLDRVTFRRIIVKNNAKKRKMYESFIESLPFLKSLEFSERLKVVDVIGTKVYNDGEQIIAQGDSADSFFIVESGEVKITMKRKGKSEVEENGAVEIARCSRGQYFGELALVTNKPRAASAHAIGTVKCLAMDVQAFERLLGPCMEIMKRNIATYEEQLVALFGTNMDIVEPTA
Ecoli viability: bacterial growth inhibition, counter-screen for AddAB inhibitors; inhibition, % at 11.9 µM; hit rate 0.27% among 330,000; E. coli V3065 growth, OD600 absorbance, 18 h; AID 449728;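 active means inhibition above the campaign's mean inhibition across all tested compounds plus 3 SD, cut at about 9.9% in these data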;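 further: uninfected addAB+ strain grown without phage in ampicillin broth; 0% = DMSO wells and 100% = ciprofloxacin 0.95 µg/ml wells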
HTR5A inv ag: counter-screen for OPRM1-OPRD1 inverse agonists: human HTR5A inverse agonism; P47898; HTR5A cell line, luminescence; inhibition, % at 9.3 µM; hit rate 0.083% among 340,000; in the data active means inhibition mostly above about 23%, no sharp cut-off; inactive means mostly below about 18%;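 further: 0% = cells with DMSO and 100% = no-cell wells with DMSO; some compounds called inactive have numbers as strong as hits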
Target sequence (P47898 whole entry, looked up): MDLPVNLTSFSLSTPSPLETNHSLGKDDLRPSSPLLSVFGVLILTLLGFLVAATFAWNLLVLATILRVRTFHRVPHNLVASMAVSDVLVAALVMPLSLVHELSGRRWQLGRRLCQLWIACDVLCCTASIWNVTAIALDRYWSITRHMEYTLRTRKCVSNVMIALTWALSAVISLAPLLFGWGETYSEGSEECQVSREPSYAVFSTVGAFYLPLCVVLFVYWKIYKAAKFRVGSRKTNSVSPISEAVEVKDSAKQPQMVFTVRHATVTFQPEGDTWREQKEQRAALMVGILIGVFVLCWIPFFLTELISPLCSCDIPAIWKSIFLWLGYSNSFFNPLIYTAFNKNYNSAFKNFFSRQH
PKA-R1A activ: activates the PKA-R1A holoenzyme complex | hit rate 0.083% among 340,000 | PKA-R1A dissociation, Cy5-IP20 fluorescence polarization; scaled: DMSO 0%, 113 µM cGMP 100% | P00514+P68181 | activation, % at 11.4 µM;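 active means percent activation above the mean of all tested compounds plus 3 SD, cut at about 19% in these data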;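 further: higher means more PKAc released from R1A so a rise in polarization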
DAGLB inh: diacylglycerol lipase beta (human) inhibition | HEK293T DAGLB membrane lysate, EnzChek fluorogenic substrate | hit rate 0.059% among 340,000 | inhibition, % at 5.17 µM; in the data active means inhibition above about 34%;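 further: 0% = enzyme with vehicle and 100% = wells lacking enzyme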
AddAB inh: less growth of phage-infected E. coli with AddAB. E. coli expressing H. pylori AddAB, absorbance growth. hit rate 0.29% among 330,000. inhibition, % at 11.9 µM; in the data active means inhibition above about 12%;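 further: 0% = vehicle wells of infected cells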
Tat transport: E. coli Tat transport inhibition; E. coli MC4100 TorA-mCherry Tat export, fluorescence; inhibition, % at 10 µM; hit rate 0.036% among 340,000; AID 488895;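 active means mean replicate inhibition at least 50% and at least half of replicates individually reaching 50%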;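 further: exported cargo escapes ClpAP degradation while cytoplasmic cargo is degraded and loses fluorescence; 0% = median of neutral control wells and 100% = median of NaSCN control wells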
phage Ecoli inh: E. coli growth loss with phage present. growth absorbance. inhibition, % at 11.9 µM. hit rate 0.26% among 360,000. AID 651602; in the data active means inhibition above about 11%
HTR5A ag: HTR5A agonism, opioid heterodimer counter-screen. hit rate 0.61% among 340,000. AID 504692. activation, % at 9.3 µM. P47898. HTR5A agonist assay, luminescence, cell-based; in the data active means activation mostly above about 9.5%, no sharp cut-off; inactive means mostly below about 7.6%;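 further: 0% = cells with vehicle only and 100% = reference agonist; strong numbers were not always called active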
CDK5 p35 inh: inhibitors of human CDK5/p35 kinase | AID 488839 | inhibition, % at 10 µM | Recombinant CDK5/p35, ADP-Glo luminescence, 60 min | hit rate 0.01% among 330,000 | Q00535+Q15078;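 active means highest replicate inhibition of at least 50% and at least 75% of replicates reaching 50%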;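 further: plate controls were DMSO neutral control for no effect and GW8510 at 10 µM for full effect; many of its hits are not listed in these tables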
* = called active by the depositor; · = no result given.

SMILES	Mot1-301 SUMO	PKA-R2B activ	Ecoli viability	HTR5A inv ag	PKA-R1A activ	DAGLB inh	AddAB inh	Tat transport	phage Ecoli inh	HTR5A ag	CDK5 p35 inh
O=S(=O)(c1ccc(OCc2nc3ccccc3s2)c(Cl)c1)N1CCOCC1	-7	-5	-0.1	-10	-10	-4	-2.1	-4	3.5	3	0.4
Cc1nc2scc(C)n2c(=O)c1S(=O)(=O)N1CCN(c2ccccn2)CC1	7	-4	-1.1	4	5	-2	0.5	0	0.8	-1	-1.1
CCc1ccc(S(=O)(=O)N2CCN(c3ncccn3)CC2)cc1	-14	0	-1.4	-10	5	-10	2.5	-1	3.2	0	-0.8
CC(C)Oc1ccc(CCc2nnc(SC(C)C(=O)O)n2-c2ccccc2)cc1 (stereo not given)	34	-3	0.6	7	7	1	-1.1	2	4.1	-2	0.8
COC(=O)C(Cc1c[nH]c2ccccc12)NC(=O)c1cccc(S(=O)(=O)N2CCCCC2)c1 (stereo not given)	-2	-11	-3.7	-9	-3	1	0.1	9	1.2	4	-0.5
COc1ccc(/C=C/C(=O)c2ccc3c4c(cccc24)CC3)cc1OC	-13	1	-0.6	8	-9	-5	4.5	2	4.0	-2	-0.9
COc1nccnc1NS(=O)(=O)c1ccc(NC(=S)NC(=O)c2ccccc2)cc1	-14	4	-0.3	-7	-6	4	5.8	1	3.3	-2	1.1
COc1ccc(-c2c(C)nc(N)nc2-c2ccc(OCc3ccc(C)cc3)cc2O)cc1OC	-11	-7	-0.2	-7	-8	-2	2.5	-7	1.6	3	-2.3
CN(C(=O)COC(=O)c1ccc([N+](=O)[O-])cc1)c1ccccc1	1	-10	2.8	24	-11	2	4.9	3	4.7	-2	-0.3
CC1CC(C)CN(C(=O)CCNS(=O)(=O)c2cccs2)C1 (stereo not given)	224	-8	0.4	-22	0	0	4.7	-6	1.7	1	1.3
CN(Cc1ccccc1)C(=O)c1cccc(NC(=O)Cc2ccc(NC(=O)C3CCN(C(=O)c4ccccc4)CC3)cc2)c1	·	-5	·	1	4	0	·	9	1.7	0	1.3
CC(C)C(=O)Nc1nc(-c2ccc3c(c2)CCN3C(=O)C2CC2)cs1	-11	-6	1.6	9	3	-1	2.5	-1	2.6	1	0.9
O=S(=O)(N/N=C\c1cccn1-c1ccccc1)c1ccc2ccccc2c1	5	-9	-0.8	-7	4	5	-1.9	8	2.2	-3	2.5
O=C(OCC(=O)N1CCCC1=O)c1ncc(Cl)c(Cl)c1Cl	15	-6	-4.0	5	5	1	-1.2	-14	-3.8	-2	-7.9
COC(=O)c1ccc2c(=O)n(CCN3CCOCC3)c(SCC(=O)Nc3ccc(OC)cc3OC)nc2c1	-17	-5	1.6	-1	-8	0	1.9	1	0.0	0	-8.2
COc1cc(CNC2CCCc3ccccc32)cc(OC)c1OC (stereo not given)	295	6	-2.8	9	-9	0	-3.4	-5	1.6	-5	-0.7
CCCc1cc(-c2ccc3c(c2)COc2c4ccccc4nn2-3)on1	6	-4	1.5	-26	1	0	2.1	7	1.0	4	-0.6
COc1ccc(C(=O)Nc2ccc(Cl)cc2C(=O)NCc2ccco2)cc1OC	-1	0	-1.4	14	0	-5	1.7	3	3.7	1	0.2
CC(C)C(NC(=O)/C=C/c1cccc([N+](=O)[O-])c1)C(C)C	-10	7	-0.7	-1	4	1	4.7	-5	4.2	0	-1.6
CCCCNC(=O)C1CCC(CNS(=O)(=O)c2ccc(C)cc2)CC1 (stereo not given)	8	-9	-0.1	10	-16	2	1.1	5	2.3	2	-1.3
O=S(=O)(Nc1ccc(-c2cn3c(n2)SCC3)cc1)c1cccs1	0	-8	0.4	1	-2	-1	1.1	-4	3.7	2	2.3
O=C(/C=C/c1ccccc1)NNC(=O)c1cccnc1	135	7	1.4	-5	-14	-1	1.1	0	1.1	1	0.7
CN(C)c1cccc(C(=O)N/C=C/n2cnc3cc(C(F)(F)F)ccc32)c1	15	8	1.6	18	9	3	2.4	4	2.5	0	-2.4
COc1ccc(C(=O)NCc2cccnc2)cc1	-5	15	-2.3	14	-12	2	2.0	-4	3.0	3	1.7
Cc1ccc(OCC(=O)Nc2ccc(N3CCN(S(C)(=O)=O)CC3)cc2)cc1C	4	-10	-2.2	-22	5	-2	-2.2	2	1.4	-3	-0.5
NC(=O)C1CCN(C(=O)COc2cccc3cccnc23)CC1	-3	0	-0.3	3	-1	0	0.8	-2	4.0	-1	-2.3
Cc1csc2nc(SCC(=O)N3CCN(c4ccccc4)CC3)[nH]c(=O)c12	-6	2	-0.9	2	-3	2	2.0	8	-0.2	0	-0.3
CCCn1c(=O)c(C(=O)NCCc2ccccc2)c(O)c2ccccc21	19	-4	-0.9	-1	-3	-15	2.4	2	0.9	0	1.2
O=C(O)/C=C/C(=O)Nc1ccc(SC(F)(F)C(F)(F)C(F)(F)F)cc1	-33	-2	0.8	-16	-3	7	-1.8	-3	5.3	6	0.7
Cn1cc(Br)c(-c2cccc(NC(=O)CC(C)(C)CC(=O)O)c2)n1	6	2	-1.8	0	-9	1	-0.6	1	2.2	-1	0.7
COc1ccc(N2CCN(C(=O)c3ccccc3NS(=O)(=O)c3ccccc3)CC2)cc1	-12	-12	0.0	10	-5	-1	1.6	-4	1.8	-2	-0.2
COc1ncnc2c1N=C1CC(C)(C)CC(N)=C1S2	158	-6	-2.4	7	-2	-3	0.6	2	0.5	0	1.1
CCOC(=O)C[C@H]1c2ccccc2S(=O)(=O)N1Cc1ccc(Cl)cc1	16	-4	2.6	-22	13	-4	2.5	4	4.6	0	0.6
COCCCNC(=O)CCCOc1ccccc1	-1	-5	-2.2	23	4	1	1.2	0	2.0	1	0.3
COc1ccc(NS(=O)(=O)c2ccc(C)c(C(=O)N3CCN(Cc4cc(OC)ccc4OC)CC3)c2)cc1	·	-10	·	16	4	1	·	-2	1.2	-6	-2.4
Cc1cc(C)nc(NC(=O)c2ccc(Cl)cc2[N+](=O)[O-])c1	14	1	-0.7	4	-5	-1	1.6	4	1.7	-1	1.4
CC(C)(C)NC(=O)CN(CC1CCCO1)C(=O)CNS(=O)(=O)c1ccc(F)cc1 (stereo not given)	-5	-10	1.1	-34	-2	-3	4.2	-4	0.6	11	0.5
COc1ccc(Nc2nc(-c3cccs3)cs2)c(OC)c1	-25	-7	-1.8	-8	-11	0	0.6	8	-2.5	-2	0.0
CCCc1ccc(C(C)NC(=S)NCc2ccc(F)cc2)cc1 (stereo not given)	25	-8	-3.0	5	3	-6	0.6	5	3.3	5	-1.3
COc1ccc2cc(C3OCCO3)c(Cl)nc2c1	0	2	-0.7	8	1	-2	4.8	0	2.5	-1	-1.5
COCCCn1c(SCC(=O)NC2CCCCC2)nnc1-c1ccco1	-3	-3	-0.8	-5	-2	-5	0.6	-7	-1.5	-7	-1.9
CCN(C(=O)CN1CCN(S(=O)(=O)c2cc(Cl)ccc2Cl)CC1)c1c(N)n(Cc2ccccc2)c(=O)[nH]c1=O	-6	-4	1.3	13	-5	-2	6.2	1	2.4	-5	-0.1
CCn1ncc(C2=NOC(C(=O)Nc3ccccc3C(=O)OC)C2)c1C (stereo not given)	-11	5	-0.2	-31	1	1	0.3	1	4.3	-1	0.4
Cc1c(Cl)ccc2sc(N3CCN(C(=O)C4=COCCO4)CC3)nc12	-23	3	0.1	-18	3	-6	2.5	7	3.0	1	-3.0
Cc1ccc(N2CC(C(=O)N3CCC(C(=O)Nc4nnc(C(C)(C)C)s4)CC3)CC2=O)cc1 (stereo not given)	-1	-5	-2.5	12	-13	-2	2.7	2	1.2	-5	-0.7
O=c1c2ccccc2nc(SCc2cc(F)ccc2F)n1C1CCCC1	403	-8	-0.6	14	-5	0	0.3	-3	3.1	1	-1.3
O=C1CCCC2=C1C(c1ccccn1)Nc1ccc(C(=O)c3ccccc3)cc1N2 (stereo not given)	-12	1	1.2	-32	-4	-2	-1.2	5	1.7	1	-1.0
Cc1ccnc(NS(=O)(=O)c2cc([N+](=O)[O-])ccc2C)c1	11	5	0.0	-2	-8	1	2.6	5	4.5	1	0.6
O=C(O)C1(c2ccccc2)CCN(S(=O)(=O)c2cccc(Cl)c2)CC1	5	-2	-1.3	-33	-3	0	1.7	-5	2.4	1	-0.1
Cc1ccsc1C(=O)OC(C)C(=O)NC1CCCCC1C (stereo not given)	·	-3	·	8	-11	-2	·	5	-0.7	1	-0.9
Next section
SMILES	Mot1-301 SUMO	PKA-R2B activ	Ecoli viability	HTR5A inv ag	PKA-R1A activ	DAGLB inh	AddAB inh	Tat transport	phage Ecoli inh	HTR5A ag	CDK5 p35 inh
Brc1ccc(/C=N/n2cnnc2)s1	380	7	0.3	2	-9	0	1.7	2	2.8	0	2.0
CCCCN(CCCC)CC1OCc2ccccc2CO1	6	-2	-1.0	10	-11	-2	0.6	-2	-0.3	-3	-0.4
Cn1c(=O)c2c(nc(N3CCCC3)n2C)n(C)c1=O	-4	-7	2.3	6	-2	-5	1.8	-7	1.0	-2	1.0
Cc1nc2nc(SCC(=O)NCCCN3CCOCC3)nn2c(C)c1Cc1ccccc1	18	2	-1.1	3	-5	1	-1.1	-5	0.6	3	-0.4
O=C(Nc1ccc(C(=O)N2CCCC2)cc1)c1ccc(F)cc1Cl	-22	15	1.8	1	-4	-1	2.1	1	-0.9	0	1.2
COc1ccc(C(C#N)=C2C=CC(=NO)C=C2)cc1	-10	-9	0.2	-2	-3	-2	-3.8	2	-1.7	1	0.8
Cc1ccc(/C=N/Nc2ccnc3cc(Cl)ccc23)c(C)c1	-10	-6	1.7	6	-8	-4	1.9	-4	4.3	-2	-1.7
O=C(Nc1nc(-c2ccccc2)c(C(=O)c2ccccc2)s1)c1ccc(S(=O)(=O)N2CCCCC2)cc1	-24	6	-3.6	-31	-3	1	1.5	-12	3.1	0	0.4
CCN(CC(=O)Nc1cccc(S(=O)(=O)N2CCCC2)c1)CC(=O)Nc1ccccc1OC	-4	0	-0.2	7	-6	0	5.3	5	0.4	-3	0.0
Cc1nnc(SCC(=O)N2CCN(c3ccccc3)CC2)n1C1CC1	-7	1	-0.2	11	-7	2	0.5	-6	0.4	-2	0.9
CCN(CC(=O)Nc1cc(Cl)ccc1C)C(=O)CCS(=O)(=O)c1ccc(Cl)cc1	-2	-1	-0.1	-5	2	-2	0.9	2	1.0	2	-3.2
COC(=O)c1ccc2c(=O)[nH]c(COC(=O)CCC(=O)c3ccc(Cl)cc3)nc2c1	-2	-1	1.8	-3	-4	9	-0.9	-2	5.8	1	-4.7
CCn1c(-c2ccccc2)c(C(=O)CCl)c2ccccc21	11	2	1.4	33	-2	4	-1.4	2	2.9	14	-0.8
O=C(NCCc1csc(-c2ccccc2)n1)c1ccco1	81	8	-0.4	-23	-9	-14	1.7	2	1.5	2	1.1
CCOc1ccc(-c2nnn(CC(=O)NCc3cccs3)n2)cc1	120	-1	1.6	0	-5	-2	0.0	-8	0.5	0	-0.1
